# Bioassay records (PubChem)
# MRP reversal: reverses drug resistance mediated by MRP | 85,000 compounds, 0.04% hits | H69AR cells + 2 uM doxorubicin, CellTiter-Glo, 72 h | AID 602 | differential viability (reversal), % at 10 µM;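 active means viability drop by adding the cancer drug above about 55%, with treated viability meeting a 40% cutoff, limit read from the data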;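 further: viability without doxorubicin minus viability with 2 µM doxorubicin for each compound; larger differential means the compound sensitizes cells more to doxorubicin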
# Bcl-B TR3 displacers: displacers of TR3 peptide from Bcl-B, primary screen, selectivity assay for Bfl-1 inhibitor project, biochemical, fluorescence polarization | FP displacement of FITC-TR3 peptide from Bcl-B; higher % means a stronger effect | displacement, % at 20 µM; hits with a dose series show IC50 in µM | 96,000 compounds, 0.11% hits | AID 748;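 active means displacement above 50% at 20 µM plus a fluorescence interference ratio under 1.5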;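 further: plate controls were wells without compound for no effect and wells lacking Bcl-B protein for full effect; a part of the inactive calls stands beside numbers as strong as those of hits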
# NFkB transloc inh: blocks IL-1B driven NFkB nuclear translocation in HUVEC cells; HUVEC IL-1B NFkB p65 nuclear translocation imaging; inhibition, % at 2 µM; 94,000 compounds, 0.43% hits; AID 796;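 active means inhibition above about 30% together with a positive call from visual inspection of the well image, limit read from the data; inconclusive means inhibition above a set limit but visual check negative; inactive means inhibition not above a set limit, visual check negative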;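 further: nuclear over cytoplasmic p65 intensity ratio measured by imaging; 0% = IL-1B stimulated DMSO wells and 100% = unstimulated DMSO wells; values of inactives mirror those of a sister screen read the other way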
# PLAP inhibitors HTS: PLAP enzyme inhibitors, biochemical, luminescence, HTS (AID 690). inhibition, % at 20 µM, or IC50 in µM where a hit was titrated. 96,000 compounds, 0.08% hits. purified PLAP, luminescent substrate; higher % means a stronger effect; in the data active means a potency from the dose series; inactive means the rest, 99 in 100 with inhibition below about 30%; further: strong numbers were not always called active
# NFkB transloc pot: enhances IL-1B driven NFkB nuclear translocation; HUVEC IL-1B NFkB p65 nuclear translocation imaging; activation, % at 2 µM; 94,000 compounds, 0.3% hits; AID 819;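 active means activation above 40%, about the mean plus 3 SD, also judged a hit on visual image review; inconclusive means activation above 40% but not a hit on visual review; inactive means activation not above 40% and no visual hit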;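 further: percent activation is computed from the nuclear over cytoplasmic p65 intensity ratio; values of inactives mirror those of a sister screen read the other way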
# MRP reversal cytotoxicity: second read-out of MRP reversal, no call of its own (marks repeat the call); viability, %; H69AR cells, CellTiter-Glo, 72 h; measured here: cytotoxicity without doxorubicin
# MRP reversal with doxorubicin: also measured in MRP reversal; calls as there; viability, %; measured here: viability with 2 uM doxorubicin; hits give low values
# NFkB transloc inh cell count 2 µM: also measured in NFkB transloc inh; calls as there; cell count; measured here: cells passing quality filter;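 raw number of nuclei counted in each imaged well without normalization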
# NFkB transloc pot cell count 2 µM: also measured in NFkB transloc pot; calls as there; cell count; measured here: cells passing quality filter
# Starred values were filed as active, the others as inactive; ? = inconclusive; nt = not tested or not shown. This is a subset; the hit share may differ from the screen's.
SMILES,MRP reversal,MRP reversal cytotoxicity,MRP reversal with doxorubicin,Bcl-B TR3 displacers,NFkB transloc inh,NFkB transloc inh cell count 2 µM,PLAP inhibitors HTS,NFkB transloc pot,NFkB transloc pot cell count 2 µM
O=C(NCC1CCCO1)c1ccccc1 (stereo not given),-1,91,92,-3%,-11,157,-22%,11,157
CC(Oc1ccc(-c2ccccc2)c(F)c1)c1ccn(S(=O)(=O)c2cccc3ccccc23)n1 (stereo not given),nt,nt,nt,-2%,9,144,17%,-9,144
Cc1cc(C)nc(N(C#N)CC(=O)c2ccccc2)n1,-3,76,79,-10%,7,104,8%,-7,104
O=C(Nc1ccc2c(c1)OCO2)C1CCCCN1S(=O)(=O)c1ccc(F)cc1 (stereo not given),0,74,74,9%,5,200,0%,-5,200
O=C(Cc1cccs1)Nc1nnc(Cc2ccc(F)cc2)s1,6,103,98,1%,-9,172,26%,9,172
CCc1ccc(NC(=O)C2(c3ccccc3)CC2(Cl)Cl)cc1 (stereo not given),nt,nt,nt,-15%,-3,148,-5%,3,148
COc1ccc(C2C(C(=O)c3ccco3)=C(O)C(=O)N2CCc2ccccc2)cc1OC (stereo not given),-3,93,96,0%,2,111,-2%,-2,111
O=C(NN1C(=O)c2ccc3c4c(ccc(c24)C1=O)CC3)c1ccc(Br)cc1,nt,nt,nt,-7%,5,117,-6%,-5,117
O=C(NCc1ccco1)c1cccc(S(=O)(=O)N2CCCCC2)c1,0,87,87,nt,3,97,nt,-3,97
O=c1c2cc(Cl)ccc2[nH]c(=S)n1Cc1ccco1,16,95,78,-1%,-11,177,-11%,11,177
O=C(NCCCN1CCCCC1)c1ccc2c(c1)NC(=O)C(N1CCOCC1)S2 (stereo not given),-19,99,118,-1%,5,176,-12%,-5,176
CCOC(=O)N1CC=C2C(C#N)=C(N)C(C#N)(C#N)[C@H](c3cccs3)C2C1 (stereo not given in full),-12,37,49,nt,-3,172,nt,3,172
Fc1ccc(CSc2nnc(-c3cccs3)o2)cc1,1,91,89,3%,-2,122,40%,2,122
COc1ccc(C(=O)COC(=O)CSCc2c(C)noc2C)cc1OC,7,101,94,-3%,-12,99,-22%,12,99
CCOc1[nH]n(-c2ccc(Cl)cc2)c(=O)c1C=Nc1ccc(OC)cc1,nt,nt,nt,3%,-1,170,1%,1,170
O=C(NCCN1CCCC1)C1(S(=O)(=O)c2ccc(Cl)cc2)CC1,-5,97,103,2%,2,102,-17%,-2,102
O=C(c1ccc(F)cc1)N1CCN(Cc2ccccc2Br)CC1,23,104,81,3%,-10,132,-44%,10,132
CCC(C)(C)NC(=O)C(c1ccc(OC)cc1)N(Cc1cccs1)C(=O)CCC(=O)Nc1cc(C)on1 (stereo not given),-15,66,81,nt,-58,112,nt,?,nt
CCC(=O)Nc1nonc1-c1nc2ccccc2n1N(C(=O)CC)C(=O)CC,-19,72,92,-24%,-12,144,-27%,12,144
O=C1c2ccccc2C(=O)N1c1ccc(S(=O)(=O)N2CCN(c3ccccc3)CC2)cc1,-29,66,95,4%,-22,187,-9%,22,187
CCCn1c(CNC(=O)c2cccs2)nc2ccccc21,6,87,81,0%,2,151,13%,-2,151
CCOC(=O)c1sc2nc(CC(=O)OC)nc(NCc3ccco3)c2c1C,-6,64,69,33%,-28,134,-51%,28,134
CCS(=O)(=O)N1CCC(C(=O)NCCc2ccc(C)cc2)CC1,-13,95,108,3%,13,117,-3%,-13,117
CCc1c(O)cc2n(c1=O)-c1ccc(Cl)cc1C2(C)C,-12,69,81,nt,-31,125,nt,31,125
O=C(NCc1ccncc1)c1cccc(Cn2cc(Br)cn2)c1,25,102,78,-18%,3,141,-1%,-3,141
N#Cc1ccc(-c2csc(NNC(=O)c3ccccc3)n2)cc1,nt,nt,nt,-7%,1,117,-4%,-1,117
CCN1CCN(c2cc(SC(C)C)nc(-c3ccc(OC)cc3)n2)CC1,nt,nt,nt,3%,-12,136,-37%,12,136
CCCCSc1nc(NCc2ccco2)c2c3c(sc2n1)COC(C)(C)C3,-22,44,65,-61%,nt,nt,1%,nt,nt
COc1cc(C2Nc3cc(Cl)c(S(N)(=O)=O)cc3S(=O)(=O)N2)cc(OC)c1OC (stereo not given),25,102,77,1%,-8,161,47%,8,161
Cc1cc(NS(=O)(=O)c2ccc(Cl)cc2)nn1CC(=O)NCc1ccco1,12,97,85,-6%,8,119,-30%,-8,119
CCn1c(SC)nnc1-c1sc2cc(Cl)ccc2c1Cl,4,78,74,2%,-17,132,-7%,17,132
Cc1ccc(S(=O)(=O)O/N=C2\CCCc3ccccc32)cc1,-6,101,107,4%,-5,184,21%,5,184
Cc1ccc(Cn2nc(C)c(NC(=O)c3cc(C)no3)c2C)cc1,6,96,90,0%,3,139,-3%,-3,139
C=C(C)CN1C(=O)C(O)(CC(=O)c2ccc3c(c2)OCCO3)c2ccccc21 (stereo not given),-16,39,55,-11%,-2,116,-14%,2,116
O=C(Oc1ccnc2cc(Cl)ccc12)N1CCOCC1,-4,77,80,5%,5,181,-10%,-5,181
COc1ccc(N/N=C(/C#N)S(=O)(=O)c2nsc(C)c2C#N)cc1,18,105,87,2%,-4,67,-28%,4,67
N#CC1=C(N)N(c2ccc(F)cc2)C(=O)C1,nt,nt,nt,-5%,-15,125,-10%,15,125
CCOc1c(Cl)cc(C(=O)NCCN2CCCCC2)cc1Cl,17,86,69,-8%,13,159,4%,-13,159
CCn1c(NCc2ccc(N(C)C)cc2)nc2ccccc21,20,93,73,1%,1,158,-15%,-1,158
Cc1ccccc1/C(N)=N/OC(=O)N1c2ccccc2Sc2ccccc21,nt,nt,nt,-3%,-8,152,-26%,8,152
CCCCNC(=O)CC(NS(=O)(=O)c1ccc(C)cc1)c1ccco1 (stereo not given),1,84,83,-1%,-17,207,5%,17,207
Cc1c(S(=O)(=O)Nc2cc(Cl)ccc2Cl)c(=O)n(C)c(=O)n1C,17,91,74,nt,3,52,nt,-3,52
Cc1ccc(-c2noc(C3CCCN(C(=O)c4ccc(F)cc4F)C3)n2)cc1 (stereo not given),-4,82,85,-2%,-24,197,-50%,24,197
COC(=O)c1nn(-c2ccccc2)c(=O)cc1Oc1ccc(Cl)cc1,nt,nt,nt,-7%,-12,157,0%,12,157
COc1ccc(CC(=O)NC2CCN(CC(=O)N3CCCc4ccccc43)CC2)cc1OC,-4,102,107,-2%,-3,143,-46%,3,143
CC(=NCc1cccnc1)C1=C(O)c2ccccc2C1=O,1,83,82,2%,-14,143,6%,14,143
COC(=O)CC1Oc2ccccc2N(Cc2ccccc2)C1=O (stereo not given),16,104,88,-1%,nt,nt,-40%,nt,nt
O=C(COC(=O)C1CC2C=CC1C2)NCc1ccco1 (stereo not given),-1,84,84,-2%,4,201,-53%,-4,201
O=S(=O)(c1ccc(OCC(O)CN2CCN(c3ccc(F)cc3)CC2)cc1)N1CCOCC1 (stereo not given),-19,49,68,10%,-1,139,-81%,1,139
O=C(O)CCC1COc2ccccc2O1 (stereo not given),-8,84,92,-19%,-11,174,13%,11,174
COc1ccc(-c2nnn(CCC(=O)O)n2)cc1,-11,107,118,5%,-14,182,11%,14,182
Cn1ccnc1SCC(=O)c1cc2ccccc2o1,11,85,74,-14%,-1,187,-41%,1,187
COc1ccc(C2CC(c3ccc(Cl)cc3)n3nc(N)nc3N2)cc1 (stereo not given),24,115,92,-11%,-6,32,5%,6,32
O=C(OCC(=O)c1c[nH]c2ccccc12)c1ccc(Br)o1,nt,nt,nt,-4%,2,146,15%,-2,146
COc1ccc(N2CCN(C(=O)CSc3nnc4c5cc(C)ccc5n(C)c4n3)CC2)cc1,nt,nt,nt,9%,-34,133,4%,34,133
CC1CN(C(=O)CN2C(=O)NC3(CCCCCCC3)C2=O)CC(C)O1 (stereo not given),-15,96,112,-10%,2,192,5%,-2,192
COc1cc(OC)c2c(C)cc(=O)oc2c1,-24,87,112,2%,-1,148,1%,1,148
COc1ccc(/C=C/C(O)=C2/C(=O)N(C)C3(C)CC2c2ccccc2O3)cc1 (stereo not given),-1,3,4,-2%,-9,118,4%,9,118
CC(=O)N1c2ccc3ccccc3c2C(C)CC12CCCCC2 (stereo not given),-3,99,101,11%,-4,138,-17%,4,138
COc1ccccc1-c1nc(C#N)c(N2CCN(c3cccc(Cl)c3)CC2)o1,-2,78,80,2%,18,89,-48%,-18,89

# Laid out differently: twelve of the compounds above.
# Screens in order: MRP reversal | MRP reversal cytotoxicity | MRP reversal with doxorubicin | Bcl-B TR3 displacers | NFkB transloc inh | NFkB transloc inh cell count 2 µM | PLAP inhibitors HTS | NFkB transloc pot | NFkB transloc pot cell count 2 µM
COC(=O)CC1Oc2ccccc2N(Cc2ccccc2)C1=O (stereo not given)
→ 16 | 104 | 88 | -1% | nt | nt | -40% | nt | nt
O=C(COC(=O)C1CC2C=CC1C2)NCc1ccco1 (stereo not given)
→ -1 | 84 | 84 | -2% | 4 | 201 | -53% | -4 | 201
O=S(=O)(c1ccc(OCC(O)CN2CCN(c3ccc(F)cc3)CC2)cc1)N1CCOCC1 (stereo not given)
→ -19 | 49 | 68 | 10% | -1 | 139 | -81% | 1 | 139
O=C(O)CCC1COc2ccccc2O1 (stereo not given)
→ -8 | 84 | 92 | -19% | -11 | 174 | 13% | 11 | 174
COc1ccc(-c2nnn(CCC(=O)O)n2)cc1
→ -11 | 107 | 118 | 5% | -14 | 182 | 11% | 14 | 182
Cn1ccnc1SCC(=O)c1cc2ccccc2o1
→ 11 | 85 | 74 | -14% | -1 | 187 | -41% | 1 | 187
COc1ccc(C2CC(c3ccc(Cl)cc3)n3nc(N)nc3N2)cc1 (stereo not given)
→ 24 | 115 | 92 | -11% | -6 | 32 | 5% | 6 | 32
O=C(OCC(=O)c1c[nH]c2ccccc12)c1ccc(Br)o1
→ nt | nt | nt | -4% | 2 | 146 | 15% | -2 | 146
COc1ccc(N2CCN(C(=O)CSc3nnc4c5cc(C)ccc5n(C)c4n3)CC2)cc1
→ nt | nt | nt | 9% | -34 | 133 | 4% | 34 | 133
CC1CN(C(=O)CN2C(=O)NC3(CCCCCCC3)C2=O)CC(C)O1 (stereo not given)
→ -15 | 96 | 112 | -10% | 2 | 192 | 5% | -2 | 192
COc1cc(OC)c2c(C)cc(=O)oc2c1
→ -24 | 87 | 112 | 2% | -1 | 148 | 1% | 1 | 148
COc1ccc(/C=C/C(O)=C2/C(=O)N(C)C3(C)CC2c2ccccc2O3)cc1 (stereo not given)
→ -1 | 3 | 4 | -2% | -9 | 118 | 4% | 9 | 118

# (more compounds)
SMILES,MRP reversal,MRP reversal cytotoxicity,MRP reversal with doxorubicin,Bcl-B TR3 displacers,NFkB transloc inh,NFkB transloc inh cell count 2 µM,PLAP inhibitors HTS,NFkB transloc pot,NFkB transloc pot cell count 2 µM
Oc1ccccc1CNc1cnc2ccccc2c1,5,90,85,nt,-23,129,nt,23,129
COC(=O)c1oc2ccc(Cl)cc2c1N,4,101,97,-4%,9,127,8%,-9,127
O=[N+]([O-])c1cc(C(F)(F)F)ccc1Sc1nccn1Cc1ccccc1,nt,nt,nt,1%,-6,113,10%,6,113
O=C(Nc1ccc(Cl)cc1C(=O)NCc1cccnc1)c1ccco1,-14,54,68,-4%,4,76,11%,-5,76
O=C(c1cnccn1)N1CCc2ccccc21,-3,96,99,24µM*,nt,nt,-31%,nt,nt
Cc1noc(C)c1CSc1ccccc1C(=O)Nc1nccs1,0,98,98,10%,-7,103,-1%,7,103
O=C(NCCSCc1c(F)cccc1Cl)c1ccco1,-3,98,101,4%,7,145,5%,-7,145
Cc1cccc2cc(COC(=O)c3ccccn3)c(=O)[nH]c12,-12,97,109,6%,0,101,7%,0,101
